ERK EGF block = inhibitors of EGF-stimulated ERK signaling pathway; HEK293-V1b, EGF-stimulated phospho-ERK AlphaScreen; Potency, µM (top dose mostly 11.5 µM), without a hit: top-dose activity change, negative = inhibition, hits mostly inhibitors; 130,000 compounds, 0.41% hits; active = well fitted inhibition curve with a large enough effect; inconclusive = small, poorly fitted or top-dose-only effect, or effect the other way;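 note: plate controls were stimulated vehicle wells for no effect and unstimulated vehicle basal for full effect; nearly all actives have a fitted effect of over 55% in size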
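V1b-HEK293, 1% FBS o/n; cpd 30 min 37C; EGF 25 nM final, 5 min; lyse 10 min; AlphaScreen beads 5 h RT. Normalized DMSO basal vs EGF max; Hill AC50.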
The depositor's hits bear a star; ? = inconclusive; [ ] = remark or other dose. Potency is the fitted concentration of half-maximal effect.

SMILES	ERK EGF block
O=C(O)c1nccnc1C(=O)NCCc1c[nH]c2ccccc12	6.5%
Cc1ccc(C(=O)N/C(=C/c2cccc([N+](=O)[O-])c2)C(=O)NC(C)C)cc1	-3.8%
c1ccc(-c2nc(-c3cccnc3)n[nH]2)cc1	-15.3%
Cc1cccc(C(=O)N/N=C/c2ccccn2)c1	-0.9%
Cc1ccc(N2CCN(C(=O)c3ccccc3NC(=O)C3CCCCC3C(=O)O)CC2)cc1 (stereo not drawn)	-10.6%
O=C(O)c1ccc(N2C(=O)c3cccc4c(C(=O)O)ccc(c34)C2=O)cc1	-5.6%
O=C(NC1CSCC1OC(=O)c1ccccc1)c1ccccc1 (stereo not drawn)	-12.1%[57.5 µM]
CCc1ccc(N2C(=O)CN(Cc3ccc(OC)c(OC)c3)C2=S)cc1	-5.1%
COCCNC(=O)CSc1nnc(-c2ccccc2)c(-c2ccccc2)n1	5.8%
CCN(CC)c1ccc(S(=O)(=O)N2CCOCC2)cc1NC(=O)CSc1cccc[n+]1[O-]	11.4%
Cc1c(C(=O)NN2CCOCC2)oc2ccccc12	20.0%
Cc1noc(C)c1-c1nnc(-c2ccc(OC(F)(F)F)cc2)o1	9.0%[57.5 µM]
O=C(OCC(=O)N1c2ccccc2Sc2ccccc21)c1ccc[n+]([O-])c1	-3.2%
COc1cccc(-n2ccnc2SCC(=O)Nc2ccccc2F)c1	-1.8%
COc1ccc(C(=O)Cc2ccc3c(c2)OCO3)c(O)c1	6.6%
COCCn1nnnc1C(C(C)C)N1CCSCC1 (stereo not drawn)	?
c1ccc2c(-n3ccnc3)nc(-c3ccoc3)nc2c1	17.5%
COc1ccc(N/C=C2\CCc3ccccc3C2=O)cc1	3.6%
CCC(c1nnc(SCC(=O)Nc2cccnc2Cl)n1-c1ccccc1)N(C)C (stereo not drawn)	-1.0%
CN(C)S(=O)(=O)c1ccc(C(=O)NCCN2C(=O)S/C(=C\c3cccnc3)C2=O)cc1	2.1%
CC1=NN(/C(=N\c2nnc(C)s2)Nc2ccc(C)cc2)[C@H](c2ccc(C)cc2)S1	0.4%
Cc1ccc2cc(C)c(Sc3nnnn3-c3ccccc3)nc2c1	-2.3%
Cc1ccc(NC(=O)Nc2cnc3ccccc3c2)cc1	-7.4%
Cn1c(-c2ccccc2)cnc1SCC(=O)N1CCCCC1	-13.7%
CCOC(=O)/C(C#N)=C1/C=C(C)c2ccccc2N1	?
SMILES	ERK EGF block
CC(=O)Nc1cc(-c2ccc(Cl)cc2)nn1-c1ccccc1	5.3%
O=C1CC(c2c(F)cccc2Cl)C(n2cncn2)C(O)=C1C1NCCc2ccccc21 (stereo not drawn)	-2.2%
CCCc1nc(SCC(=O)N2CCC(C)CC2)c2c(=O)n(C)c(=O)n(C)c2n1	0.7%[57.5 µM]
Cc1ccc(Cl)cc1NC(=S)N(CCCN1CCN(C)CC1)Cc1cccs1	-4.1%
COc1ccc(C2=C(c3ccc([N+](=O)[O-])cc3)C(=O)OC2)cc1	-5.7%
COCCCNc1oc(-c2cccs2)nc1S(=O)(=O)c1ccc(C)cc1	-6.8%
COc1ccc(NC(=O)c2sccc2C)cn1	0.4%
CC(=O)N(C(C)=O)n1c(C)nc2sc3c(c2c1=O)CCCC3	-7.2%
CC1=C(C(=O)OCC2CCCO2)C(c2coc3ccc(Cl)cc3c2=O)C2=C(CCCC2=O)N1 (stereo not drawn)	-5.1%
CC(C)(C)SCCNC(=O)c1cccc([N+](=O)[O-])c1	4.8%
COc1ccc(N)c2c1C(=O)c1ccccc1C2=O	20µM*
Cc1ccc(NC(=S)N2CCCCC2)cc1C	-5.4%[57.5 µM]
O=C(CCC(=O)Nc1ccccc1Cl)N/N=C/c1c[nH]c2ccccc12	3.2%
S=C(Nc1ccccc1)N1CCN(C(=S)c2ccccc2)CC1	-5.2%
CC(=O)OC1OCCOC1NC(=S)Nc1ccc(C)cc1 (stereo not drawn)	4.5%
COc1ccc(OCCC(=O)Nc2nccs2)cc1	-0.1%
Cc1ccc(NC(=S)Nc2cccc3cnccc23)cc1	-2.7%
Cc1ccc(C)c(NC(=O)c2cc(-c3ccccc3)nn2-c2ccccc2)c1	-2.2%
CCN1C(=O)C(CC(=O)Nc2ccc(OC)cc2)N(CCc2ccc(OC)cc2)C1=S (stereo not drawn)	-0.9%
COc1ccc(C(=O)c2sc3nc(C)cc(-c4cccs4)c3c2N)cc1	1.5%
FC(F)(F)C(F)(F)c1nnc2ccc(-n3ccnc3)nn12	2.3%
CC(NCc1ccccc1Cl)C(=O)Nc1ccc(C#N)cc1 (stereo not drawn)	5.7%
O=C(NC(c1ccc(Cl)cc1)c1c(O)ccc2ccccc12)c1ccccc1 (stereo not drawn)	2.0%
COc1ccc(-n2c(=S)[nH]c3cc(C(=O)Nc4cccc(C)c4)ccc3c2=O)cc1	-0.8%
C=CC(=O)NC1CC2CCC1(C)C2(C)C (stereo not drawn)	-4.0%[57.5 µM]
SMILES	ERK EGF block
CCSc1nc2ccccc2n1C(=O)c1ccc(S(=O)(=O)N2CCCCCC2)cc1	-1.1%
Cn1c(NN)nc2sc3c(c2c1=O)CC(C)(C)OC3	14.0%
CCOC(=O)c1nc(Nc2ccccc2C)c2ccccc2n1	1.1%
Cc1ccsc1C(=O)Nc1n[nH]c(C(F)(F)F)n1	3.1%[57.5 µM]
Cc1ccccc1OCC(=O)NCC(=O)N/N=C/c1ccc(Br)o1	-3.5%
COc1ccc(CCN2C(=O)CS/C2=N\NC(=O)c2cccs2)cc1OC	-10.6%
CC(NC(=O)C1CCC1)c1ccc(Br)cc1 (stereo not drawn)	-0.6%
CCOC(=O)C1(CCc2ccccc2)CCN(C(=O)CN2C(=O)CSC2=O)CC1	-7.4%
Cc1ccccc1Oc1nc2c(C)cccn2c(=O)c1/C=C(\C#N)C(=O)Nc1c(C)n(C)n(-c2ccccc2)c1=O	-2.8%
CCCC(=O)Nc1ccc(Oc2ccc(NC(=O)CCC)cc2)cc1	-8.3%
CCCN(CC1CCCO1)C(=O)CCc1nnc(-c2cc(C)on2)o1 (stereo not drawn)	-6.0%
COC(=O)c1ccc(NC(=O)CSc2nnnn2C2CCCCC2)cc1	7.3%
O=C(Nc1ccc(F)cc1)c1nsc(Cl)c1Cl	-8.0%
COc1cccc(CNC(=O)CCC2CCCN(C(=O)c3ccc(OC)o3)C2)c1 (stereo not drawn)	-4.6%
COc1ccc(C2COC(=O)C2=N)c(NC(=O)c2ccc(Cl)cc2)c1 (stereo not drawn)	-1.2%
O=c1cc(CSc2nc3ccccc3c(=O)[nH]2)c2ccc(O)cc2o1	3.1%
O=C(Nc1ccccc1)C1CCCN1C(=O)NCc1ccccc1 (stereo not drawn)	3.8%
CC(C)c1ccc(NC(=O)NN2CCOCC2)cc1	1.7%
O=c1ccn([C@@H]2O[C@H](COP(=O)(O)OP(=O)(O)O)[C@@H](O)[C@H]2O)c(=O)[nH]1	-15.8%
Cc1nn(CC(=O)Nc2ccncc2)c(C)c1[N+](=O)[O-]	-5.5%
CCN(C(=O)COC(=O)c1cncc(Br)c1)C1CCS(=O)(=O)C1 (stereo not drawn)	4.9%
COc1ccc(NC(=O)c2ccco2)c([N+](=O)[O-])c1	-6.5%
Cc1cc(NCc2ccco2)nc(N2CCC(C(=O)NC3CCCCC3)CC2)n1	1.7%
Cc1ccc(-c2nc(CN(C)Cc3ccc4nccnc4c3)c(C)o2)s1	-6.2%[57.5 µM]
Cn1c(SCc2ccc(Br)cc2)nc2c(c1=O)SCC2	-3.3%

An excerpt of these results, field by field.
> CCCC(=O)Nc1ccc(Oc2ccc(NC(=O)CCC)cc2)cc1
  ERK EGF block = -8.3%

> CCCN(CC1CCCO1)C(=O)CCc1nnc(-c2cc(C)on2)o1 (stereo not drawn)
  ERK EGF block = -6.0%

> COC(=O)c1ccc(NC(=O)CSc2nnnn2C2CCCCC2)cc1
  ERK EGF block = 7.3%

> O=C(Nc1ccc(F)cc1)c1nsc(Cl)c1Cl
  ERK EGF block = -8.0%

A draw from above in order of length of the SMILES, descending.
SMILES	ERK EGF block
CC1=NN(/C(=N\c2nnc(C)s2)Nc2ccc(C)cc2)[C@H](c2ccc(C)cc2)S1	0.4%
O=C1CC(c2c(F)cccc2Cl)C(n2cncn2)C(O)=C1C1NCCc2ccccc21 (stereo not drawn)	-2.2%
O=C(O)c1nccnc1C(=O)NCCc1c[nH]c2ccccc12	6.5%
Cc1ccc2cc(C)c(Sc3nnnn3-c3ccccc3)nc2c1	-2.3%
CC(C)c1ccc(NC(=O)NN2CCOCC2)cc1	1.7%

(continued)
SMILES	ERK EGF block
C=CCn1c(=O)[nH]c2nc3cc(N=CN(C)C)c(C)cc3nc2c1=O	-3.2%[57.5 µM]
COP(=O)(OC)c1nc(-c2ccccc2)oc1NCc1ccccc1	-0.5%
CCN1CCN(c2nc(N)c([N+](=O)[O-])c(Nc3ccc(C)c(C)c3)n2)CC1	7.0%
COC(=O)c1cc(Br)c(N)cc1OC	4.6%
O=C(NCC1CCCO1)c1ccc(COc2ccccc2Br)cc1 (stereo not drawn)	0.3%
COc1ccc(/C=N/Nc2cc(C)nc(NS(=O)(=O)c3ccc(C)cc3)n2)cc1	-6.2%
CCOC(=O)CSC1=N/C(=C\c2cccnc2)C(=O)N1c1ccc(OC)cc1	6.8%
CC(Sc1cnccn1)C(=O)O (stereo not drawn)	-5.5%
NC(=O)NC(=O)CC1S/C(=N/N=C2/NC(=O)CS2)NC1=O (stereo not drawn)	-9.6%
CNS(=O)(=O)c1cccc(C(=O)OCC(=O)c2c(N)n(C)c(=O)n(C)c2=O)c1	35.6%[57.5 µM]
CC(=O)c1cccc(NC(=O)/C=C/c2ccc([N+](=O)[O-])s2)c1	-7.5%
Cc1cc(OCC(=O)N(C)c2ccccc2)cc2c1C(=O)CC(C)(C)O2	13.7%[57.5 µM]
CCn1c(CNC(=O)c2ccccc2F)nnc1SCCOc1ccccc1	-9.0%
Cc1cc2ncn(C(=O)N3CCC(C)CC3)c2cc1C	7.4%
O=C(Cc1ccccc1F)NCC1(N2CCOCC2)CCCCC1	-10.0%[57.5 µM]
Cc1cccc(N2CCN(C(=O)C3CCN(S(=O)(=O)N4CCOCC4)CC3)CC2)c1C	-9.2%
CC1=CC(C)(C)N2C(=O)C3(NCCc4c3[nH]c3ccccc43)c3cc(C)cc1c32 (stereo not drawn)	-13.6%[57.5 µM]
Cc1cccc(NC(=S)N(Cc2cccs2)Cc2cc3cc(C)cc(C)c3[nH]c2=O)c1	9.4%
Cn1cc(C(=O)N/N=C/C(Br)=C/c2ccccc2)ccc1=O	9.4%
Cc1ccccc1/C=N\NC(=O)c1ccccc1-n1cccc1	-2.5%
O=C(CN1CCN(c2ccc(O)cc2)CC1)NC(c1ccccc1)c1ccccc1	1.5%
Cc1ccc(-c2cc(C(=O)OCn3nnc4ccccc4c3=O)c3ccccc3n2)cc1	-14.5%
OCCCNCc1ccc(Cl)cc1Cl	9.2%
Cc1ccn2c(c1)nc(=S)n2C(=O)c1ccccc1	8.8%
CCOc1ccc(NC2C=CS(=O)(=O)C2)cc1 (stereo not drawn)	-1.9%

Four entries picked at random from the list so far, as already listed:
SMILES	ERK EGF block
O=C1CC(c2c(F)cccc2Cl)C(n2cncn2)C(O)=C1C1NCCc2ccccc21 (stereo not drawn)	-2.2%
Cc1cc(OCC(=O)N(C)c2ccccc2)cc2c1C(=O)CC(C)(C)O2	13.7%[57.5 µM]
CCCN(CC1CCCO1)C(=O)CCc1nnc(-c2cc(C)on2)o1 (stereo not drawn)	-6.0%
COCCCNc1oc(-c2cccs2)nc1S(=O)(=O)c1ccc(C)cc1	-6.8%

(further entries)
SMILES	ERK EGF block
Cc1c(Nc2scc(-c3ccccc3)[n+]2-c2ccccc2)c(=O)n(-c2ccccc2)n1C	-5.3%
CC(CCc1ccccc1)NC(=O)C1CCCN(c2nnc(-n3cccc3)s2)C1 (stereo not drawn)	?
COc1ccc(C=NCCC2(O)CC(C)N(C)CC2C)cc1 (stereo not drawn)	7.5%
Cc1c(/C=N/NC(=O)CNc2ccccc2)c2ccccn2c1C(=O)c1ccncc1	?
COc1ccc(N2CCN(CC(=O)Nc3sccc3C#N)CC2)cc1	10.7%
CC(CCc1ccccc1)NC(=O)COC(=O)c1ccc(S(C)(=O)=O)c([N+](=O)[O-])c1 (stereo not drawn)	-3.2%
Cc1cc(Cl)ccc1NC(=S)NCCCO	-1.5%
CCN(CC(=O)Nc1sc2c(c1C#N)CCC(C)C2)Cc1nc2ccccc2c(=O)[nH]1 (stereo not drawn)	8.9%
CSc1nc(-c2ccco2)nn1C(=O)c1ccccc1Cl	5.6%[57.5 µM]
O=C(NC1CCCCC1)Oc1ccccc1	7.9%[57.5 µM]
CCOCC(=O)Nc1nc(C)cc(C)n1	-0.4%
O=[N+]([O-])c1ccc(C2=NCCO2)cc1	1.4%[57.5 µM]
COc1ccc(C(=O)Nc2ccc(Cl)cc2C(=O)N2CCCC(C)C2)cc1OC (stereo not drawn)	7.9%
Oc1ccccc1N1CCN(C(=S)Nc2ccc(SC(F)F)cc2)CC1	-0.4%
COC(=O)C1(C(C[N+](=O)[O-])c2ccc(C)cc2)C(=O)NCC1c1ccco1 (stereo not drawn)	-8.6%[57.5 µM]
CC(=O)c1sc(N/N=C2\CC3CC2C(C)C3(C)C)nc1C (stereo not drawn)	3.7%
O=C(N=Nc1c(O)[nH]c2ccccc12)c1cccs1	0.1%
CN1CCN(C(=O)c2ccc(C(F)(F)F)cc2)CC1	-10.1%
COc1ccc(N(CC(=O)Nc2cccc(C)c2C)S(=O)(=O)c2c(C)[nH]c(=O)[nH]c2=O)cc1	?
Cc1cccnc1NC(N)=S	-6.0%
Cc1ccc(NC(=O)CN2C(=O)CNC2=O)cc1	8.0%[57.5 µM]
O=C(/C=C/NCc1cccnc1)C(F)(F)C(F)(F)F	-2.9%
Cc1ccccc1-c1nc(CS(=O)(=O)CC(=O)N2CCc3ccccc32)c(C)o1	2.9%
CCOc1ccccc1C(=O)Nc1nnc(SCC(=O)N2CCOCC2)s1	0.2%
CN(C)c1ccc(C(=S)N2CCN(C(=S)Nc3ccccc3)CC2)cc1	-1.3%
COc1cccc(NC2C=CS(=O)(=O)C2)c1 (stereo not drawn)	4.9%

From PubChem

These rows are one share of the data; the hit share may differ from the screen's.
